Screening results from PubChem.
DT40 TDP1 no CPT: qHTS for Inhibitors of human tyrosyl-DNA phosphodiesterase 1 (TDP1): qHTS in cells in absence of CPT | DT40 Tdp1-/- hTDP1 cells, no CPT, ATP luminescence, 48 h | 15% of 420,000 active | Potency, µM (top dose mostly 46.2 µM), inactives show top-dose activity change, negative = growth inhibition, usual class: inhibitors; note: nearly all actives have a fitted effect of over 55% in size
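Camptothecin absent (DMSO only). Human TDP1-complemented DT40 knockout cells, 400 cells/well, 37 °C for minimum 48 hr; ATP measured via CellTiter-Glo, 30 min dark incubation, luminescence.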
DT40 TDP1 CPT: DT40-hTDP1 cell growth loss with CPT; chicken DT40 Tdp1-/-;hTDP1 cells + 20 nM CPT, ATP luminescence, 48 h; Potency, µM (highest dose often 46.2 µM), for inactives: at the top dose activity change, negative = growth inhibition, hits mostly inhibitors; 12% of 420,000 active; note: nearly all actives have a fitted effect of over 55% in size
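Chicken DT40 Tdp1-/- cells complemented with human TDP1, 400 cells/well, exposed to compounds plus 20 nM camptothecin for at least 48 h at 37 C; viability read as ATP content by CellTiter-Glo luminescence.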
TDP1 inh: TDP1 (human) enzyme inhibition; Q9NUW8; recombinant TDP1, AlphaScreen DNA substrate cleavage; Potency, µM (titrated, usually from 130 µM), for inactives: at the highest dose activity change, negative = inhibition, usual class: inhibitors; 0.28% of 350,000 active; note: nearly all actives have a fitted effect of over 40% in size
Target sequence (Q9NUW8 whole entry, looked up): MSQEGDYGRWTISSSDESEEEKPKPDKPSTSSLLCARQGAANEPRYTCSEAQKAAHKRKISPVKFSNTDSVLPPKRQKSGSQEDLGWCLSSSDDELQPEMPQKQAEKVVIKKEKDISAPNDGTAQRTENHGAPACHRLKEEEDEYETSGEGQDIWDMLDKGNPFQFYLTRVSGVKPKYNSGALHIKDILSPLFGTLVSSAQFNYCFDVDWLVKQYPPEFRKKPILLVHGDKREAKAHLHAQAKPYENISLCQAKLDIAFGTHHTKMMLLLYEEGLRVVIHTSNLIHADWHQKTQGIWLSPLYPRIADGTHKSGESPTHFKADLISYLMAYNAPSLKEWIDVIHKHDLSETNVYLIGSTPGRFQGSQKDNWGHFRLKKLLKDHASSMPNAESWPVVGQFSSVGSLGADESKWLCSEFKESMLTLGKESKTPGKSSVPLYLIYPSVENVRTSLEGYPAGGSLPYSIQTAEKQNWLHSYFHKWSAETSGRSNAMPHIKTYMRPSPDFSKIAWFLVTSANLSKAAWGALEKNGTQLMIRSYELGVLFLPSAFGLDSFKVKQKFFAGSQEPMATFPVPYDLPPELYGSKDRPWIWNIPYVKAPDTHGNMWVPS
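Steps: enzyme plus compound, 15 min RT; add biotin/phosphotyrosine-FITC oligonucleotide (15 nM final), react 5 min; add donor/acceptor beads (10 ug/ml final), 10 min; read AlphaScreen. Tdp1 at 1 nM final.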
Starred values were filed as active, the others as inactive; ? = inconclusive; . = not tested or not shown; [ ] = remark or other dose. Calls come from the whole dose curve; as a rule, active = well fitted curve in the direction sought with a large enough effect; inconclusive = small, poorly fitted or top-dose-only effect, or another doubt; inactive = no such curve, though single readings can be large; an effect the other way counts as inactive or inconclusive. % is set by controls: 0 for no effect and ±100 for the full control effect; potency is the fitted concentration of half-maximal effect.

SMILES	DT40 TDP1 no CPT	DT40 TDP1 CPT	TDP1 inh
CN(C)CCCNC(=O)C(=O)NCC1OCCN1S(=O)(=O)c1cccs1 (stereo not given)	-5.0%	4.5%	3.3%
Cc1nn(C)c(C(=O)N2CCN(C(=O)c3ccco3)CC2)c1[N+](=O)[O-]	-3.9%	?	5.3%
CC(C)c1ccc(OCCCN2CCCC2)cc1	-15.1%	?	.
CCCCNC(=O)O[C@H]1C[C@@H]2CCN3C(=O)CCC[C@H]([C@H]1CC)[C@H]23	-7.0%	-5.8%	.
O=C1Cc2ccccc2C(=O)N1Cc1cccc(Cl)c1	-14.9%	3.7%	.
C=CCn1c(C)cc(C(=O)COC(=O)c2ccc(N)c([N+](=O)[O-])c2)c1C	16.4µM*	18.4µM*	2.7%
CCC(Oc1ccccc1)C(=O)N1CCN(C(=O)C(CC)Oc2ccccc2)CC1 (stereo not given)	-3.9%	9.1%	1.0%
CCOc1ccccc1NC(=O)N1CCC(n2nnc3cc(C)ccc32)CC1	?	-27.0%	5.8%
COc1cccc(-c2csc(N3CCN(CC(=O)NNC(=O)c4ccc(Br)cc4)CC3)n2)c1	16.4µM*	?	2.6%
COc1cc(C(Nc2ccc(S(=O)(=O)N3CCC(C)CC3)cc2)C(=O)NCC2CCCO2)cc(OC)c1OC (stereo not given)	?	?	0.0%
CN1CCN(c2cc(-c3ccccc3C(F)(F)F)ncn2)CC1	8.7%	4.1%	9.3%[56.1 µM]
CCOC(=O)C1CCCN(C(=O)CN2C(=O)C(CC)Oc3ccc(C)cc32)C1 (stereo not given)	-16.1%	?	-1.1%
COc1ccc(-c2ccc(SCC(=O)c3ccccc3)nn2)cc1OC	13µM*	?	5.0%
Cc1ccc2nc(SCC(=O)N3CCC4(CC3)CC4C(=O)Nc3ccc(F)c(F)c3)[nH]c2c1 (stereo not given)	23.1µM*	?	.
CCN(CC(=O)Nc1cccc(OC)c1)CC(=O)Nc1ccccc1C	-22.9%	1.3%	.
COc1ccc(CNC(=O)CCc2c(C)nn(-c3ccc(N4CCOCC4)nn3)c2C)cc1	-11.8%	-20.3%	0.6%
Cc1ccc([N+](=O)[O-])cc1NC(=O)CSc1n[nH]c(-c2cccnc2)n1	-11.1%	-20.6%	10.6%
COc1ccc(-n2cnc3c(N)nc(N)nc32)cc1	-19.2%	-8.2%	.
NS(=O)(=O)c1ccc(NC(=O)/C=C/c2ccccc2[N+](=O)[O-])cc1	-17.1%	3.6%	0.0%
C=Cc1ccc(Cn2c(=O)n(C)c(=O)c3sccc32)cc1	?	3.66µM*	.
CC[C@@H]1C=C(C(=O)O)[C@H](c2ccc(Cl)c(Cl)c2)N1S(=O)(=O)c1ccc(C)cc1	9.1%	0.1%	1.5%
COC(=O)C1Cc2c([nH]c3ccccc23)C2CCC(=O)N12 (stereo not given)	2.2%	3.1%	.
O=C(NCc1ccncc1)C(=O)NCc1ccco1	-11.2%	-14.1%	-7.4%
CC1CCCCN1CCCNC(=O)c1ccc2c(c1)sc1nc(-c3ccc(F)cc3)cn12 (stereo not given)	3.26µM*	2.31µM*	5.2%
Cc1cccc(-c2n[nH]c(=S)n2/N=C/c2ccco2)c1	-8.4%	3.9%	12.3%
Other results.
SMILES	DT40 TDP1 no CPT	DT40 TDP1 CPT	TDP1 inh
C=C1C(=O)[C@@]23[C@H](O)C[C@@H]4C(C)(C)CC[C@H](O)[C@@]4(C)[C@@H]2CC[C@@H]1[C@H]3O	0.82µM*	1.03µM*	2.7%
Cc1cc(NC(=O)C(=O)NCc2cccc(Cl)c2)no1	-26.7%	18.2%	.
CCCN1CCC(=O)N(CCC#N)CC1	-4.0%	-20.3%	.
CCN(CC)S(=O)(=O)c1ccc(C(C)NC(=O)Cc2c[nH]c3ccccc23)cc1 (stereo not given)	?	-16.8%	.
CCCCC(=O)Nc1ccc(NC(=S)NC(=O)CC(C)C)cc1OC	-25.0%	?	-5.9%
COC(=O)[C@H](Cc1ccccc1)NC(=O)Nc1ccc(S(N)(=O)=O)cc1	0.6%	1.2%	5.3%
Cc1nn(C(=O)c2ccccc2)c(C)c1Sc1ccc(Cl)cc1	8.2µM*	?	-1.3%[12.3 µM]
CC(=O)N1CCN(S(=O)(=O)c2cccc(C(=O)Nc3nc4c(s3)CCCC4)c2)CC1	?	?	5.6%
N#CCCn1c(SCC(=O)NCc2ccco2)nc2ccccc21	-10.6%	-12.8%	2.0%
COc1ccc(C(C(=O)NCC2CCCO2)N(C(=O)CNC(=O)c2cccs2)c2ccc(C(C)=O)cc2)cc1OC (stereo not given)	2.6%	9.6%	0.0%
CC(C)C(=O)N1c2ncnn2C2(CCCCC2)[C@@H]2CCCC[C@@H]21	10.3µM*	16.4µM*	-3.6%
O=S(=O)(c1ccc2oc(=S)[nH]c2c1)N1CCCCC1	4.0%	-8.8%	3.5%
O=C(NCc1ccccn1)C1CC(c2ccc(Cl)c(Cl)c2)=NO1 (stereo not given)	20.6µM*	?	3.4%
C=CCN1C(=O)/C(=C2\SC(N3CCOCC3)=NC2=O)c2cc(Br)ccc21	?	23.1µM*	5.7%
CCS(=O)(=O)c1ccc(O)c(N2C(=O)C3C4C=CC(C4)C3C2=O)c1 (stereo not given)	-4.9%	-4.3%	-4.2%
Cc1cccc(CN2CCN(C(c3ccccc3)c3ccc(Cl)cc3)CC2)c1 (stereo not given)	7.31µM*	?	2.9%
Cc1ccc(NS(=O)(=O)c2ccc(OCC(=O)NCc3ccncc3)cc2)cc1	-9.2%	-3.0%	3.0%
N#Cc1cc2c(nc1SCc1cccnc1)CCCC2	-1.9%	-18.7%	1.0%
CCCc1nccn1S(=O)(=O)c1cc(Br)ccc1OC	-29.2%	-10.6%	4.7%
CC(C)Cn1cc(F)c(=O)n(CC(C)C)c1=O	-9.0%	-12.8%	-2.5%
C=CCn1c(SCC(=O)NC2CC2)nnc1-c1ccccn1	2.3%	-9.5%	4.0%
Cc1ccc(-n2[nH]c(C)c(/C=N/NC(=O)c3ccc(O)cc3O)c2=O)cc1	5.17µM*	11.6µM*	.
Cc1ccc(C(=O)Nc2cc3[nH]c(=O)oc3cc2C)cc1	11.9%	5.6%	.
CCOC(=O)C1CCN(C(=O)CSc2nc(N)cc(=O)[nH]2)CC1	?	3.3%	.
COc1ccc(NC(=O)COC(=O)Cc2ccc(Br)cc2)cc1	-8.4%	-2.0%	-5.1%

3 compounds out of the list, arranged by number of heavy atoms, low to high:
SMILES	DT40 TDP1 no CPT	DT40 TDP1 CPT	TDP1 inh
N#Cc1cc2c(nc1SCc1cccnc1)CCCC2	-1.9%	-18.7%	1.0%
C=CCN1C(=O)/C(=C2\SC(N3CCOCC3)=NC2=O)c2cc(Br)ccc21	?	23.1µM*	5.7%
CCN(CC)S(=O)(=O)c1ccc(C(C)NC(=O)Cc2c[nH]c3ccccc23)cc1 (stereo not given)	?	-16.8%	.

(cont.)
SMILES	DT40 TDP1 no CPT	DT40 TDP1 CPT	TDP1 inh
O=C(O)c1cccc(NC(=S)NC(=O)C(c2ccccc2)c2ccccc2)c1	0.2%	-14.5%	-5.2%
O=C(COC(=O)CNC(=O)c1cccc([N+](=O)[O-])c1)NCc1ccco1	-4.1%	9.1%	0.0%
CCC(OCC(O)CN1CCCCC1)c1ccccc1 (stereo not given)	-0.7%	8.8%	1.2%
COc1ccc2nc(NC(=O)c3cccc(N4C(=O)CCC4=O)c3)sc2c1	-5.7%	?	1.1%
CCC(C(=O)OC(C)C(=O)Nc1ccc(Cl)cn1)c1ccccc1 (stereo not given)	19.0%	-1.0%	-8.6%
COc1ccc(-c2oc3cc(O)c(OC)c(O)c3c(=O)c2OC)cc1O	0.92µM*	0.92µM*	.
O=C(/C=C/c1ccco1)NCc1ccc(F)cc1	-24.8%	-0.2%	2.6%
O=C(NC1CCCC1)C(c1ccc(Cl)cc1)N1CCOCC1 (stereo not given)	13.7%	21.2%	3.3%
Cc1nn(CC(=O)Nc2c(F)cc(F)cc2Br)c(=O)c2cccn12	1.2%	0.0%	3.8%
O=C(Nc1ccccc1)O/N=C(\c1ccccc1)c1ccccn1	-6.3%	-12.7%	3.1%
NC(=O)CN1C(=O)C(=O)N(Cc2cccc(Cl)c2)C1=O	4.3%	-0.8%	.
NC(=S)Nc1ccc2cn[nH]c2c1	-2.1%	1.0%	3.8%
CC(=O)c1cc(F)c(N2CCCC2)cc1C	20.6µM*	20.6µM*	6.1%
O=C(NCc1csc(-c2cccs2)n1)Nc1ccc(C(F)(F)F)cc1	?	5.5%	3.7%
CCOc1cc(CNc2ccc(S(N)(=O)=O)cc2)cc(Cl)c1OC	?	?	2.6%
CCN(CC)c1ccc(NC(=O)COC(=O)c2cccs2)cc1	-3.5%	-23.6%	9.4%
CCc1ccccc1NC(=O)c1cccc(Oc2ccc([N+](=O)[O-])cc2Cl)c1	?	?	5.5%
C=CCSC1=C(C#N)C(c2ccccc2)CC(=O)N1 (stereo not given)	-28.8%	?	5.2%
Nc1ccc(N2CCN(c3ccccc3)CC2)c(F)c1	-21.7%	1.4%	5.4%
O=C(C1CCCCN1S(=O)(=O)c1ccccc1)N1CCCCC1 (stereo not given)	16.4µM*	?	1.9%
COC(=O)CSc1nc2ccc(NC(=O)c3ccccc3C(=O)N3CCOCC3)cc2s1	-14.5%	-2.1%	0.0%
COc1ccccc1C(=O)N(CCC1CCCN1C)c1nc2ccccc2s1 (stereo not given)	?	-24.0%	2.4%
Nc1nnc(CCS(=O)(=O)c2cc(Cl)ccc2Cl)s1	-19.9%	-21.7%	2.2%
O=C(COC(=O)c1cc(F)cc(F)c1)NCCCc1ccccc1	7.2%	-1.9%	.
Cc1cccc(S(=O)(=O)Nc2ccc(-c3cn4ccccc4n3)cc2)c1	-26.8%	-3.4%	-4.2%
CNC(=O)COc1ccc(C=O)cc1OC	-7.6%	-7.0%	5.5%
CC(C)OCCCNC(=O)C1CC(=O)N(CCc2ccccc2)C1 (stereo not given)	5.0%	-8.6%	.
Cc1ccccc1OCC(=O)N=Nc1c(O)n(C)c2ccccc12	-5.7%	?	.
COc1ccc2cnoc(=O)c2c1OC	7.4%[9.04 µM]	17.1%[9.04 µM]	8.1%
O=C(O)CCCC(=O)Nc1ccc(Sc2ccc([N+](=O)[O-])cc2)cc1	-10.5%	-32.3%	0.5%

By substructure, the compounds so far with an aryl thioether with sulfur outside any ring (10)
SMILES	DT40 TDP1 no CPT	DT40 TDP1 CPT	TDP1 inh
COc1ccc(-c2ccc(SCC(=O)c3ccccc3)nn2)cc1OC	13µM*	?	5.0%
Cc1ccc2nc(SCC(=O)N3CCC4(CC3)CC4C(=O)Nc3ccc(F)c(F)c3)[nH]c2c1 (stereo not given)	23.1µM*	?	.
Cc1ccc([N+](=O)[O-])cc1NC(=O)CSc1n[nH]c(-c2cccnc2)n1	-11.1%	-20.6%	10.6%
Cc1nn(C(=O)c2ccccc2)c(C)c1Sc1ccc(Cl)cc1	8.2µM*	?	-1.3%[12.3 µM]
N#CCCn1c(SCC(=O)NCc2ccco2)nc2ccccc21	-10.6%	-12.8%	2.0%
N#Cc1cc2c(nc1SCc1cccnc1)CCCC2	-1.9%	-18.7%	1.0%
C=CCn1c(SCC(=O)NC2CC2)nnc1-c1ccccn1	2.3%	-9.5%	4.0%
CCOC(=O)C1CCN(C(=O)CSc2nc(N)cc(=O)[nH]2)CC1	?	3.3%	.
COC(=O)CSc1nc2ccc(NC(=O)c3ccccc3C(=O)N3CCOCC3)cc2s1	-14.5%	-2.1%	0.0%
O=C(O)CCCC(=O)Nc1ccc(Sc2ccc([N+](=O)[O-])cc2)cc1	-10.5%	-32.3%	0.5%
